# CHOP UPR activ – apoptotic UPR (CHOP) activation | CHO-CHOP luciferase reporter, luminescence; percent of tunicamycin response over DMSO baseline | 0.34% of 330,000 active | activation, % at 10 µM;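 active = at 10 µM dose, activation of 40% or more, normalized to positive control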;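 note: 100% = tunicamycin at 10 µg/mL and 0% = DMSO alone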
#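 Assay system: CHO cells with stable CHOP pathway luciferase reporter; Buffer or medium: F12 plus 10% serum; Times: 16-18 h cell attachment, then 6 h compound exposure, 37 °C; Signal: luciferase luminescence; Read-out basis: percent activation relative to tunicamycin control; Control set: tunicamycin high control, DMSO low control.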
# Jurkat NFkB inh – lowers PMA/ionomycin-induced NF-kB signal in Jurkat cells; PMA/ionomycin-induced NF-kB luciferase reporter, luminescence; AID 435003; inhibition, % at 4 µM; 0.53% of 330,000 active; in the data active = inhibition above about 50%
# EBI2 block – antagonists of human EBI2 receptor; P32249; 0.81% of 360,000 active; EBI2 beta-arrestin recruitment, luminescence, 7a,25-OHC stimulated; inhibition, % at 5 µM; in the data active = inhibition above about 38%;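 note: enzyme fragment complementation signal reports receptor beta-arrestin coupling in cells; 0% = agonist plus DMSO wells and 100% = wells without agonist; some results beyond the cut were filed as inactive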
# CCR6 antagonist – antagonists of human CCR6 receptor | P51684 | CHO-K1 CCR6 PathHunter beta-arrestin, luminescence, CCL20-stimulated | inhibition, % at 20 µM | 0.49% of 340,000 active;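 active = compounds whose inhibition of the agonist-driven luminescence signal at 20 µM reaches about 50%, limit read from the data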;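 note: cells stimulated with CCL20 at 14 nM final; plate controls were DMSO with CCL20 for no effect and DMSO without agonist for full effect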
# Gli-Sufu antag – Gli-Sufu pathway antagonism. Sufu-KO-LIGHT fibroblasts, Gli luciferase reporter luminescence. inhibition, % at 5 µM. 0.74% of 340,000 active;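 active = inhibition above about 55%, limit read from the data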;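 note: 0% = DMSO-treated cells and 100% = wells with medium but no cells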
# 697 NFkB inh – inhibitors of the PMA/ionomycin-induced NF-kB reporter in 697 B cells | inhibition, % at 4 µM | 697 B-cell NF-kB luciferase reporter, 16 h | AID 435022 | 0.33% of 330,000 active; in the data active = inhibition above about 35%
# Mdm2 MdmX PPI – inhibitors of human Mdm2/MdmX interaction. SaOS-2 split-luciferase Mdm2/MdmX complementation, luminescence. inhibition, % at 8 µM. 3% of 330,000 active;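 active = inhibition of at least 50% at 8 µM in the primary screen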
# Target sequence (O15151 whole entry, looked up): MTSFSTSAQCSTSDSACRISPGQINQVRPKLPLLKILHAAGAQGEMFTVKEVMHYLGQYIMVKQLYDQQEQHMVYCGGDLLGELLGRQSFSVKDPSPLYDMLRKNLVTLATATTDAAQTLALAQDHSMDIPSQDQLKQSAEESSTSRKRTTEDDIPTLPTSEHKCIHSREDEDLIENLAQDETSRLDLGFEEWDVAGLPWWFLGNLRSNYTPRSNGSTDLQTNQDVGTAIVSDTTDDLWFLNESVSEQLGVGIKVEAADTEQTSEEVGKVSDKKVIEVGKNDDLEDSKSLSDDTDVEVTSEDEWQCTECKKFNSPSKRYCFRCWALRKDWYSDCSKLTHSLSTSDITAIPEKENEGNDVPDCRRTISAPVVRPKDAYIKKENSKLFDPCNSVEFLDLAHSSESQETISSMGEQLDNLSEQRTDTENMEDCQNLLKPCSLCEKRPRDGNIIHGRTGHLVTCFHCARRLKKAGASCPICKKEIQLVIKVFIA
# Target sequence (Q00987 whole entry, looked up): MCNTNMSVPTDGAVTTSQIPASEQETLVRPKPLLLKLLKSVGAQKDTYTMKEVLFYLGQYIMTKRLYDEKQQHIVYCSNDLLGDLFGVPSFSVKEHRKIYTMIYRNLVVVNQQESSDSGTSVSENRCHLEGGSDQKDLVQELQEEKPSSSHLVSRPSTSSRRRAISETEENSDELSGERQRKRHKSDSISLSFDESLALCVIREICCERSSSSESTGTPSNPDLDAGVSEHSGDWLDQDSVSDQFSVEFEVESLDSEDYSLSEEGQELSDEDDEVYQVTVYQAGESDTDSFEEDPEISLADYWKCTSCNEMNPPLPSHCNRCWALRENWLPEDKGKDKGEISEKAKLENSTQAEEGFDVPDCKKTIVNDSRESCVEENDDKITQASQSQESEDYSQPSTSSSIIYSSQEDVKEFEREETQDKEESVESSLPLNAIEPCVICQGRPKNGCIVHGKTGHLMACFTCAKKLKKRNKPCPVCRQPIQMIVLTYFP
# CXCR6 block – inhibitors of human CXCR6 receptor | CHO-K1 PathHunter CXCR6 beta-arrestin, luminescence | inhibition, % at 20 µM | 0.36% of 360,000 active | O00574; in the data active = inhibition above about 34%, passing the limit was not always enough;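 note: antagonist mode with CXCL16 agonist at 10 nM final; 0% = 10 nM CXCL16 with DMSO and 100% = unstimulated wells without agonist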
# UPR XBP1 act – activators of adaptive arm of unfolded protein response (XBP1) | CHO-XBP1 luciferase reporter, IRE1-XBP1 UPR activation, luminescence; percent of tunicamycin response, DMSO as zero | activation, % at 20 µM | 0.33% of 330,000 active | AID 463104;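 active = versus positive control, 20 µM dose yields 30% or more activation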;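 note: 100% = tunicamycin at 10 µg/mL and 0% = DMSO only wells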
#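 Test system: CHO-XBP1 luciferase reporter cells | Buffer or medium: Serum-containing F12 medium, 10% FBS | Schedule: 6 h compound exposure at 37 °C, 5% CO2 | Detection: Steady-Glo luciferase glow luminescence, 10 min after reagent addition | Read-out basis: Activation, % of tunicamycin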
# Active calls of the source: *; . = not tested or not shown.
SMILES,CHOP UPR activ,Jurkat NFkB inh,EBI2 block,CCR6 antagonist,Gli-Sufu antag,697 NFkB inh,Mdm2 MdmX PPI,CXCR6 block,UPR XBP1 act
CC(C)(C)S(=O)c1cccs1 (configuration not stated),1.9,4,-3,-9,0,-9,3,0,1
CC1CCN(CCCNC(=O)c2ccc3c(Cl)c4c(nc3c2)CCCC4)CC1,0.8,-2,-5,-5,11,-17,79*,-10,2
Cc1ccccc1NS(=O)(=O)c1cc(C(=O)NCCSC2CCCCC2)ccc1C,-0.9,-4,31,26,0,-18,9,8,-2
NC(=O)c1ccc(NC(=O)COC(=O)CCCOc2ccccc2)cc1,-1.0,6,0,5,-1,8,11,0,0
Cc1ccc2oc(Nc3nc(C)c(C)c(C)n3)nc2c1,6.4,-36,-3,-9,-50,-141,-27,2,0
Cc1cccc(C(=O)NNC(=O)c2ccco2)c1O,2.1,-3,8,-2,-14,-6,-11,6,0
CC(C)NC(=O)C1CCN(C2CCN(C(=O)c3ccc4cccc(F)c4n3)CC2)CC1,-1.8,18,-6,3,3,6,35,1,-1
COc1cc(C(=O)CSc2nncn2C)cc(OC)c1OC,-1.8,-6,2,11,-9,-7,14,-3,3
CC(=O)Nc1cccc(-c2csc(N)n2)c1,1.7,-5,-7,2,-8,4,6,-2,-2
CCc1ccc(OCC(=O)N(Cc2cccs2)C2CCS(=O)(=O)C2)cc1 (configuration not stated),-1.9,-8,-3,10,-14,2,24,-3,-2
CC1CC(C)(C)CC2(C1)NC(=O)N(CC(=O)N(Cc1ccccc1)c1ccccc1)C2=O (configuration not stated),0.6,-13,9,14,1,-9,19,11,0
O=C(CNC(=O)c1ccc2c(c1)OCO2)N/N=C(Br)/C=C/c1ccccc1,-1.7,32,-2,2,0,-26,37,3,-1
CCCCc1nnc(NC(=O)CCS(=O)(=O)Cc2ccccc2)s1,0.7,-4,-9,1,3,-29,-14,-13,-1
Cn1c(COc2ccc(Br)cc2)nnc1SC1CCc2ccccc2C1=O (configuration not stated),6.3,-2,-1,-3,8,-6,14,-15,-2
Oc1c(C=C2N=c3ccccc3=N2)sc(=S)n1-c1ccccc1,-0.3,-3,-13,14,1,-25,18,-7,-2
N#CC(C(=O)O)=C1CCCC1,1.0,0,-8,16,-8,14,8,0,-3
CCOC(=O)Cc1csc2nc(-c3ccccc3)nn12,0.0,-21,-7,-2,11,-7,17,7,-4
Cc1cccc(OCC(=O)N/N=C/c2ccc3c(c2)OCO3)c1,0.7,-2,-14,13,-1,4,8,2,2
Cc1onc(-c2ccccc2Cl)c1C(=O)N1CCN=C1SCc1cccnc1,1.7,7,-3,3,10,0,-13,-8,0
Cc1cccc(C(=O)N2CCCC(c3nc(-c4ccc(F)cc4)no3)C2)c1 (configuration not stated),4.4,4,3,21,-37,0,-7,7,-2
COc1ccc(CCn2c(=N)c(C(=O)NC3CCCCC3)cc3c(=O)n4ccccc4nc32)cc1,0.3,0,20,24,9,5,93*,0,3
Cc1ccc(SCCC(=O)Nc2ccccc2C(=O)N2CCOCC2)cc1,2.4,10,-3,-10,-9,-5,4,0,-1
COc1ccc(CC(=O)Nc2ccccc2Oc2ccccc2)cc1,0.9,7,.,.,.,-9,-19,.,-4
Cc1nc2ccccc2n1C1CC(=O)N(Cc2ccccc2)C1=O (configuration not stated),-0.2,-4,-8,4,4,-13,15,0,2
COc1ccc(N2C(=O)CC(N3CCN(c4ccc(Cl)cc4)CC3)C2=O)cc1 (configuration not stated),1.7,6,5,-8,1,-15,7,0,-3

# As entered above:
# Entry of `COc1cc(C(=O)CSc2nncn2C)cc(OC)c1OC` under UPR XBP1 act: 3
# Entry of `Cc1cccc(C(=O)N2CCCC(c3nc(-c4ccc(F)cc4)no3)C2)c1` (configuration not stated) under CHOP UPR activ: 4.4
# Entry of `NC(=O)c1ccc(NC(=O)COC(=O)CCCOc2ccccc2)cc1` under CHOP UPR activ: -1.0
# Entry of `Oc1c(C=C2N=c3ccccc3=N2)sc(=S)n1-c1ccccc1` under CXCR6 block: -7

# The listing continues:
SMILES,CHOP UPR activ,Jurkat NFkB inh,EBI2 block,CCR6 antagonist,Gli-Sufu antag,697 NFkB inh,Mdm2 MdmX PPI,CXCR6 block,UPR XBP1 act
COC(=O)C(C)NC(=O)c1cn(-c2ccccc2OC)c(=O)c2ccccc12 (configuration not stated),-2.6,13,6,-4,0,13,14,-2,-5
CCOc1ccc(C2N(c3ccc(F)cc3)C(=O)C3CCCN32)cc1OC (configuration not stated),-1.1,7,-4,9,2,9,-14,3,0
COc1ccc(CNC(=O)[C@@H](NC(=O)C2CCN(C(=O)[C@@H](N)CC(C)C)CC2)C(C)C)cc1,-1.7,10,-6,-10,3,5,24,3,1
CSc1ncccc1C(=O)Nc1cccc(S(=O)(=O)N2CCCCCC2)c1,0.3,-19,5,13,6,-6,10,10,-3
CC(=O)Nc1ccc(OCc2ccc(S(=O)(=O)Cc3ccccc3)cc2)cc1,-1.4,17,-2,-4,12,-10,9,-4,1
CC(C)(C)OC(=O)NCCCC[C@@H](C(=O)N1CCN(C(=O)OC(C)(C)C)CC1)n1cc(C(CO)NC(=O)OC(C)(C)C)nn1 (some centres not stated),-0.1,-10,-7,1,0,13,1,0,0
CCC(=O)Nc1ccc(S(=O)(=O)NCc2ccco2)cc1,0.5,-10,-14,-2,7,6,3,-2,0
COC(=O)c1cc(S(=O)(=O)NCc2ccc(F)cc2)cn1C,0.1,11,-4,-3,-21,7,11,-3,-1
CC(C)CNC(=O)/C(C#N)=C1\N=C(NC(=O)c2ccco2)c2ccccc21,3.7,8,3,7,-7,-11,29,7,8
COc1ccc(-c2nnn(CC(=O)N(C3CCCCC3)C(C)C(=O)NC3CCCC3)n2)cc1OC (configuration not stated),-1.2,-12,11,9,2,6,7,1,3
C/C=C/c1ccc(OCCCN2C(=O)NC(C)(C)C2=O)c(OC)c1,0.1,-17,-3,6,-6,-6,12,-2,-2
Cc1ccsc1/C=N/N1CCN(C2c3ccccc3-c3ccccc32)CC1,0.9,10,13,11,4,-11,41,3,-5
O=C(NCC1CCCO1)c1cccc(S(=O)(=O)Nc2cccc(C(F)(F)F)c2)c1 (configuration not stated),0.1,3,8,4,-6,6,24,4,-4
CC1(c2nnc(-c3ccc(F)cc3)o2)CC(c2ccc(Cl)cc2)=NO1 (configuration not stated),-3.2,14,5,13,-7,-2,18,3,0
COc1cccc(-c2nc(CS(=O)(=O)CC(=O)N3CCN(C)CC3)c(C)o2)c1,-1.5,3,-7,0,-3,-7,5,2,-3
CCOC(=O)N1CCC(NC(=O)CCc2cn(C)c3ccccc23)CC1,-1.1,-7,-8,-4,2,6,-9,4,2
Cc1ccc(C)c(N(CC(=O)NC2CCCC2)C(=O)CNC(=O)c2cccs2)c1,0.1,-4,1,6,-5,8,7,11,5
CC(C)c1cc(NC(=O)c2ccccc2)cc(C(C)C)c1O,0.3,-14,3,-6,-4,9,17,-7,-1
C=CCN(CC=C)S(=O)(=O)c1ccc2nc(NC(=O)C3CCCO3)sc2c1 (configuration not stated),0.1,5,-13,-8,-5,-4,6,5,-2
CCc1nc(N2CCOCC2)c(C#N)c2c1COC(C)(C)C2,-3.5,18,-5,11,-8,14,18,-24,-3
Cc1ccc2[nH]c3c(NCCN4CCOCC4)ncnc3c2c1,1.0,-21,12,10,14,-21,-4,1,1
O=C1CSC(c2cccc([N+](=O)[O-])c2)N1c1c(F)cccc1F (configuration not stated),1.2,16,4,3,4,-2,33,0,-3
Cn1c(SCC(=O)N2CC(=O)Nc3ccccc32)nc2ccccc2c1=O,-0.6,6,-3,6,9,-7,4,5,1
CCOc1ccc(NC(=O)C2CC(=O)N(c3ccc4c(c3)OCCO4)C2)cc1OCC (configuration not stated),0.5,10,4,0,-7,4,16,3,-2
Cc1nnnn1-c1ccc(CC(=O)O)cc1,0.2,5,-5,-1,5,20,0,0,-2

# Reformatted: 2 of the compounds above.
SMILES | CHOP UPR activ | Jurkat NFkB inh | EBI2 block | CCR6 antagonist | Gli-Sufu antag | 697 NFkB inh | Mdm2 MdmX PPI | CXCR6 block | UPR XBP1 act
CC1(c2nnc(-c3ccc(F)cc3)o2)CC(c2ccc(Cl)cc2)=NO1 (configuration not stated) | -3.2 | 14 | 5 | 13 | -7 | -2 | 18 | 3 | 0
Cc1ccc(C)c(N(CC(=O)NC2CCCC2)C(=O)CNC(=O)c2cccs2)c1 | 0.1 | -4 | 1 | 6 | -5 | 8 | 7 | 11 | 5

# Additional records follow.
SMILES,CHOP UPR activ,Jurkat NFkB inh,EBI2 block,CCR6 antagonist,Gli-Sufu antag,697 NFkB inh,Mdm2 MdmX PPI,CXCR6 block,UPR XBP1 act
COc1ccc(N2CC(C(=O)Nc3nnc(SCC(=O)NCC4CCCO4)s3)CC2=O)cc1 (configuration not stated),1.3,13,-4,-41,-6,-6,2,-2,-2
CN(C)S(=O)(=O)c1cccc(COC(=O)CN2CCCCCC2=O)c1,2.2,13,11,15,4,2,20,1,-5
Cc1ccc(-n2c(C)cc(/C=N/Nc3ccc([N+](=O)[O-])cn3)c2C)c(C)c1,1.8,15,13,14,-2,20,44,6,3
CCOC(=O)C1CCN(C(=O)Cn2nc(C)n3nc(-c4ccc(OC)cc4)cc3c2=O)CC1,3.1,21,-11,6,4,2,11,-8,-5
COc1cc(/C=C/C(=O)N(Cc2ccccc2)c2ccccn2)cc(OC)c1OC,0.6,2,5,7,7,3,21,2,0
COc1cccc(-c2onc3ccc(C4(C)OCCO4)cc23)c1,1.0,-18,48*,1,8,-35,26,-13,5
Cc1ccc(C(=O)NC(Cc2cccc(C(F)(F)F)c2)C(=O)O)cc1 (configuration not stated),2.6,.,-8,3,2,10,17,4,0
Cc1cc(C)cc(NC(=O)CS(=O)(=O)c2ccccc2)c1,1.4,9,-42,-3,1,9,10,-7,-3
O=C(Nc1ccccc1N1CCCC1)C1CC(=O)N(Cc2ccccc2)C1 (configuration not stated),-2.0,-7,0,14,0,-4,13,2,-4
C/C(=N\NC(=S)NC1CCCCC1)c1cccs1,4.6,-32,11,31,-15,-38,6,31,2
CN(C(=O)CSc1nnc(NCc2ccccc2)s1)C1CCS(=O)(=O)C1 (configuration not stated),0.5,-13,12,3,1,19,17,-5,1
CC1(C)SC(=S)N(NC(=O)Nc2ccccc2)C1N(O)C(=O)Nc1cccc2ccccc12 (configuration not stated),0.7,13,-4,3,-4,-7,33,4,-3
Cc1ccc(-c2csc3ncn(CC#N)c(=O)c23)cc1,-0.1,3,2,-8,-1,11,30,-11,1
COc1ccc(C(=O)/C=C/Nc2c(C)n(C)n(-c3ccccc3)c2=O)cc1OC,-1.7,6,5,0,5,0,1,3,-5
CC(C)Cc1nc(SCc2cccnc2)c2c(=O)n(C)c(=O)n(C)c2n1,-0.2,-16,9,13,7,2,-9,2,3
Cc1ccccc1NC(=O)c1sc(NC(=O)C2CC2)nc1C,4.8,3,2,-12,9,-16,7,4,1
O=C(c1cccs1)N1CCN(Cc2ccccc2[N+](=O)[O-])CC1,1.2,-4,-28,-17,-4,-5,16,-2,-1
O=c1[nH]c(CSc2ccccn2)nc2c1oc1ccccc12,-2.8,-21,-4,4,-32,-130,5,-1,-5
CC1(C)CC(N=c2cc(-c3ccccc3)oc3ccc(Cl)cc23)CC(C)(C)N1,.,.,-12,13,-8,.,.,3,.
CCOc1ccccc1C(=O)OC(C)C(=O)Nc1ccc(S(=O)(=O)N2CCCC2)cc1 (configuration not stated),-2.4,14,-7,5,-2,15,7,1,-4

# Source: PubChem
